CF NFkB inh = blocks PAF-induced NF-kB reporter in cystic fibrosis cells; KKLEB NF-kB-GFP reporter, GFP fluorescence overnight; inhibition, % at 5 µM; actives 0.86% (n = 360,000);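 active = at least 50% inhibition at 5 µM, scaled per plate between neutral and stimulator controls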;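 also: PAF is a Pseudomonas aeruginosa culture filtrate used as stimulus; plate controls were PAF-stimulated DMSO wells for no effect and unstimulated DMSO wells for full effect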
TROY signal inh = blocks TROY-dependent signaling in reporter cells; actives 0.98% (n = 360,000); AID 1347056; Q293 LMP1-TROYcd NF-kB luciferase reporter, 4 h; inhibition, % at 10 µM;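 active = compounds whose plate-normalised and pattern-corrected inhibition of the luciferase reporter signal at the single screening dose is 50% or more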
TWEAK Fn14 block = TWEAK-Fn14 signaling inhibition | inhibition, % at 10 µM | actives 2% (n = 360,000) | TWEAK-stimulated Fn14 reporter cells, luciferase luminescence, 8 h | AID 1159606; in the data active = inhibition above about 50%
Shn3 inh set2 = Schnurri-3 reporter inhibition in Clone20 osteoblasts; inhibition, % at 12.5 µM; AID 588674; Clone20 osteoblast Shn3 3'UTR firefly luciferase, 24 h; actives 0.52% (n = 360,000);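 active = mean inhibition of at least 75% with every replicate also reaching 75%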;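 also: 0% = median of neutral control wells and 100% = pilot-screen positive control compound; some compounds past the cut are filed as inactive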
KKLEB cytotox = reduces viability of KKLEB cystic fibrosis airway cells; KKLEB CF airway cells viability, ATPlite luminescence, overnight; active compounds read low; cells stimulated with P. aeruginosa culture filtrate; activity change (cytotoxicity), % at 5 µM; actives 0.36% (n = 360,000);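 active = corrected activity change at or below -50% at 5 µM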
LRH-1 inv ag = inverse agonists of human LRH-1 (NR5A2); O00482; HEK293T StAR-luciferase reporter, LRH-1 transfected, 24 h; inhibition, % at 3.6 µM; actives 0.13% (n = 360,000);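 active = inhibition above the mean inhibition of all tested compounds plus 3 SD, cut at about 73% in these data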;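 also: 0% = DMSO wells and 100% = reporter-only cells lacking LRH-1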
SRC3 inh = inhibits human SRC3 coactivator; inhibition, % at 3.6 µM; Q9Y6Q9; HEK293 GAL4-SRC3 luciferase reporter, luminescence; AID 588352; actives 0.17% (n = 360,000);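 active = inhibition above a per-campaign cutoff, the mean of all compounds plus 3 SD, cut at about 60% in these data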;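 also: 0% = DMSO-treated cells and 100% = gossypol-treated cells at 36 µM; higher means less SRC3-driven luciferase light from the GAL4 reporter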
Target sequence (Q9Y6Q9 whole entry, looked up, the tested form may be a part): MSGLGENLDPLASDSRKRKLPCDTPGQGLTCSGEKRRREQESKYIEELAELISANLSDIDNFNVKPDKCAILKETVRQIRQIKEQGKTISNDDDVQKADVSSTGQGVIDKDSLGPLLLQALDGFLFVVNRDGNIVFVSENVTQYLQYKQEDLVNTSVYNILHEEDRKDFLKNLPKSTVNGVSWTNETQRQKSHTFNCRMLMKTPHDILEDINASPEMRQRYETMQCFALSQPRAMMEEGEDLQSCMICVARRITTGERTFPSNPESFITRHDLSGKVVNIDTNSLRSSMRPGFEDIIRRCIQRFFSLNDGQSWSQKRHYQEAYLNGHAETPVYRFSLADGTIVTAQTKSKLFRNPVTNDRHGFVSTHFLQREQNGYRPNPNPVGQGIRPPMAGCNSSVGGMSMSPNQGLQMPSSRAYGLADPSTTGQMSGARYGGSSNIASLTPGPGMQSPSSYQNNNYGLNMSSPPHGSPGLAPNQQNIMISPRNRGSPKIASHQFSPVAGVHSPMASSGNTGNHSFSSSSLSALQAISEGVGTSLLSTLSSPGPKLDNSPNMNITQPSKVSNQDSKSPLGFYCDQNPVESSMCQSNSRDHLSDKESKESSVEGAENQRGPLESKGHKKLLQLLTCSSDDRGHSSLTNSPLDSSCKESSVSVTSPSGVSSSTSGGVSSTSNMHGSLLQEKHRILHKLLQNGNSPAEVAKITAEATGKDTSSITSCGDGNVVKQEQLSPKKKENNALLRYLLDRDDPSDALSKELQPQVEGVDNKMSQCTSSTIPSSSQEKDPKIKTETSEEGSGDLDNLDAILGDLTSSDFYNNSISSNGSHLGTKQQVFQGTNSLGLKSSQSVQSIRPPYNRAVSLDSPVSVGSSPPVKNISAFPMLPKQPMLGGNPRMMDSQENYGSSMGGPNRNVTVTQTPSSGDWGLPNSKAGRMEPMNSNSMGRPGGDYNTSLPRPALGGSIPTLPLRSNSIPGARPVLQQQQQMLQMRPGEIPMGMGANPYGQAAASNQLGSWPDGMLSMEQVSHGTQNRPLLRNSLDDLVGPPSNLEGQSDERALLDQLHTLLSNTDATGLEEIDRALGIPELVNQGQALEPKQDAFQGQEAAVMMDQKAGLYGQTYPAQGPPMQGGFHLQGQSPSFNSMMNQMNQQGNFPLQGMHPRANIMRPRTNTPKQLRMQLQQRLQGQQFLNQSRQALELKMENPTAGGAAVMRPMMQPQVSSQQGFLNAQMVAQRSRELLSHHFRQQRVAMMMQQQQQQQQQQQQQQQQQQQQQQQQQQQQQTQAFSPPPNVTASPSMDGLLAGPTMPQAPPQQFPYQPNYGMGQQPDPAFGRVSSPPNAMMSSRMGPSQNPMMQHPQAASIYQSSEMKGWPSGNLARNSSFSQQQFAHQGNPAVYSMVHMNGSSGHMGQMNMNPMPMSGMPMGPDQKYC
EBV LMP1 NFkB = Epstein-Barr LMP1 NF-kappaB reporter inhibition | inhibition, % at 12.5 µM | actives 0.69% (n = 350,000) | LMP1-induced NF-kappaB luciferase reporter cells, luminescence; in the data active = inhibition above about 41%;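 also: 0% = neutral control wells and 100% = reference inhibitor control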
NR2F2 inh = inhibitors of human COUP-TFII (NR2F2). inhibition, % at 8.6 µM. HEK293T NGFI-A luciferase reporter, luminescence. P24468. actives 0.7% (n = 370,000);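 active = inhibition above a per-plate cutoff, mean inhibition of test wells between control levels plus 3 SD, cut at about 38% in these data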;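 also: cells cotransfected with COUP-TFII expression vector driving the NGFI-A reporter; 0% = median of COUP-TF2 test wells and 100% = reporter-only cells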
SRC1 inh = human NCOA1 inhibition. AID 588354. Q15788. inhibition, % at 3.6 µM. actives 0.12% (n = 360,000). HEK293 GAL4-SRC1 luciferase reporter, luminescence;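 active = inhibition above the campaign mean plus 3 SD, with each screening campaign given its own cutoff, cut at about 60% in these data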;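 also: 0% = DMSO treated cells and 100% = gossypol at 36 µM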
TRAIL sens C8 = caspase-8 TRAIL sensitization; inhibition (viability loss, TRAIL sensitization), % at 10 µM; NB7+C8 cells + TRAIL, ATPlite viability luminescence; actives 1% (n = 360,000); AID 624354;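 active = compounds causing at least 50% loss of cell viability in the single-dose screen, relative to plate controls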
The depositor's hits bear a star; . = not tested or not shown.

SMILES | CF NFkB inh | TROY signal inh | TWEAK Fn14 block | Shn3 inh set2 | KKLEB cytotox | LRH-1 inv ag | SRC3 inh | EBV LMP1 NFkB | NR2F2 inh | SRC1 inh | TRAIL sens C8
O=C(NCc1ccco1)c1ccc(COc2cccc3ccccc23)cc1 | -9 | -33 | 21 | 3 | -2 | -21 | -4 | -2 | 7 | -20 | 10
CC(C)(C)C1CCC(OCC(O)CN2CCN(c3ccccn3)CC2)CC1 (stereo unspecified) | 10 | 21 | 1 | -14 | 2 | -7 | -10 | 4 | 7 | -27 | 8
Cc1cc(C)cc(NC(=O)C2C3C=CC4(O3)C2C(=O)N(CCCN2CCCCC2)C4C(=O)NC2CCCCC2)c1 (stereo unspecified) | -2 | 1 | 4 | -6 | 7 | -13 | -2 | -6 | -7 | -2 | 3
CC(=O)Nc1ccc(OC(=O)Cc2ccc(Cl)cc2)cc1 | -7 | 9 | 6 | 4 | -5 | 8 | -7 | 0 | 3 | 8 | 1
CCOC(=O)C1=C(C)Nc2ccccc2N=C1NC(=O)CCCN1C(=O)c2ccccc2C1=O | 13 | 10 | -27 | 9 | -5 | 6 | 16 | -1 | 9 | 1 | 6
O=C(N/N=C/c1ccc(OCCCF)cc1)c1ccc(C(F)(F)F)cc1 | -8 | -17 | -13 | 6 | 6 | 2 | 13 | -23 | -2 | 1 | -2
N/C(CC1CC1(Cl)Cl)=N\OC(=O)c1ccccc1 (stereo unspecified) | 4 | -25 | -6 | -24 | -2 | 5 | -15 | -1 | -1 | -3 | 30
CCCn1c2ccccc2c2nnc(SCC(=O)Nc3nnc(CC(=O)OCC)s3)nc21 | 0 | -2 | -20 | 15 | -10 | -1 | 7 | 4 | -2 | 3 | 37
CC(=O)Nc1ccc(S(=O)(=O)N/N=C/c2ccc(C)s2)cc1 | -4 | -34 | -35 | -60 | 3 | -23 | -39 | -23 | -27 | -43 | -1
COc1ccc(C2CC(O)(c3ccccc3)Oc3cc(OC)c(OC)c(OC)c32)cc1 (stereo unspecified) | 8 | -3 | 5 | 0 | -11 | 1 | 9 | -1 | 8 | -9 | 9
CCC(C)(C)NC(=O)CN(CCc1cccc(C)c1)C(=O)c1csnn1 | -12 | 9 | 6 | -3 | -6 | -10 | 8 | -8 | 1 | 5 | -1
O=C(CCl)N(CCc1ccccc1)CCc1ccccc1 | 66* | 1 | 9 | -6 | -50* | 16 | -5 | -7 | -6 | -3 | 95*
Cc1cc(C)cc(OCC(=O)NCCc2nc3ccccc3[nH]2)c1 | -37 | -3 | 0 | -7 | 10 | 2 | -9 | -5 | 11 | -10 | 3
O=C(Nc1ccc(NC(=O)c2ccco2)nc1)c1ccco1 | -10 | 12 | 74* | -5 | 9 | -104 | -45 | 45* | -45 | -75 | 69*
CCOC(=O)c1c(C)[nH]c(C(=O)CSc2nccc(C)n2)c1C | 8 | -65 | -31 | -45 | 6 | -145 | -72 | -7 | -26 | -59 | 1
CC(Oc1ccc2ccc(=O)oc2c1)C(=O)NC1CC(C)(C)NC(C)(C)C1 (stereo unspecified) | 7 | 8 | -2 | -5 | -15 | 20 | 7 | -2 | 10 | -2 | -7
c1ccc(Cn2ncc3c(N4CCN(c5ccccc5)CC4)ncnc32)cc1 | 19 | 72* | 64* | 14 | -11 | 3 | -9 | . | 6 | -5 | 40
CCOC(=O)C(=O)/C(C#N)=C/Nc1ccccc1 | 0 | -30 | -7 | -19 | 6 | 1 | 1 | -1 | 12 | 3 | 8
COc1cccc(C(C(=O)NC2CCCC2)N(Cc2ccco2)C(=O)c2ccco2)c1OC (stereo unspecified) | 2 | 9 | -3 | -2 | -12 | 11 | 0 | 5 | 4 | -15 | 0
O=C(Nc1nc(-c2ccc3ccccc3c2)cs1)c1ccc(N2C(=O)CCC2=O)cc1 | 18 | 1 | -40 | 16 | -12 | 0 | 3 | 2 | 14 | -8 | 37
CCN(CC)c1ccc(C=Nc2cc(C)ccc2C)c(O)c1 | 7 | 1 | 38 | -10 | -4 | -11 | 14 | -1 | 19 | 28 | 26
CN(C)S(=O)(=O)c1ccc(NC(=O)CN2C(=O)NC(Cc3ccccc3)C2=O)cc1 (stereo unspecified) | -27 | 22 | 13 | -14 | 18 | 9 | 6 | 0 | 1 | -3 | -16
O=C(O)CNC(=O)/C(=C\c1ccco1)NC(=O)c1ccco1 | -12 | 7 | -2 | -4 | 9 | -6 | 3 | -1 | 2 | 1 | 7
COc1cc(/C=N/N2CCN(C3c4ccccc4-c4ccccc43)CC2)cc(OC)c1O | 1 | -4 | 6 | -37 | 0 | 1 | -4 | 11 | 10 | 0 | -17
NC(=O)c1nn(-c2cccc(Cl)c2)c(=O)cc1O | -31 | -3 | 13 | -12 | 11 | 4 | -11 | 1 | -10 | 10 | 7

Later entries.
SMILES | CF NFkB inh | TROY signal inh | TWEAK Fn14 block | Shn3 inh set2 | KKLEB cytotox | LRH-1 inv ag | SRC3 inh | EBV LMP1 NFkB | NR2F2 inh | SRC1 inh | TRAIL sens C8
CC1(C(=O)NS(=O)(=O)Cc2ccccc2)CCN1C(=O)C/C=C/c1ccccc1 (stereo unspecified) | 28 | -6 | 18 | 5 | 2 | -24 | -4 | . | 3 | 3 | -2
CCn1cc(C(=O)N2CCN(c3cccc(C)c3C)CC2)c(=O)c2ccc(C)nc21 | 9 | 14 | 10 | 3 | -3 | -9 | 7 | 0 | -4 | 5 | 7
O=C(Nc1ccc(Cl)cc1)N1CCOCC1 | -3 | -31 | -3 | 5 | 8 | -13 | -11 | -10 | 1 | 4 | -9
N#Cc1c(Nc2ccccc2)c(C=NCCN2CCOCC2)c[nH]c1=O | 4 | -11 | 2 | 23 | 5 | 21 | 4 | 2 | 1 | -4 | 6
COc1ccc(S(=O)(=O)NC(=O)C2(C)CCN2C(=O)Cc2ccccc2Cl)cc1 (stereo unspecified) | -5 | -6 | -7 | -5 | -8 | -26 | 7 | . | 2 | -4 | -4
Cc1nnc(NC(=O)c2cccc(S(=O)(=O)N3CCc4ccccc43)c2)s1 | -1 | . | 13 | 3 | 2 | -5 | 1 | -1 | 4 | -4 | -2
COc1ccccc1NC(NC(=O)c1ccco1)C(=O)c1ccccc1 (stereo unspecified) | -2 | -12 | 5 | 6 | 0 | -44 | 1 | 3 | -20 | -22 | 0
Cc1ccc(S(=O)(=O)NC(=O)Nc2ccccc2F)cc1 | -1 | -41 | 0 | -4 | 2 | -6 | -5 | -3 | 6 | 0 | -2
COC(=O)c1ccc(N2CCOCC2)c(NC(=O)c2ccc3c(c2)OCCO3)c1 | -7 | -1 | 11 | 2 | -10 | 0 | 9 | -6 | 7 | -5 | -16
COc1ccc(NC(=O)c2cc([N+](=O)[O-])ccc2O)cc1 | 37 | 87* | 104* | 66 | 6 | 20 | 53 | 75* | 69* | 51 | 91*
CCOC(=O)c1sc(=NC(=O)c2cccc(OC)c2)n(C)c1C | -10 | -114 | -37 | -77 | 0 | -41 | -46 | -13 | -31 | -67 | 3
CC1SCC(=O)N(CC(=O)NCCc2ccccc2)C1=O (stereo unspecified) | -8 | 4 | 9 | 0 | 6 | 2 | 0 | 0 | -10 | -7 | -10
CC(C(=O)Nc1ccc2c(c1)OCO2)N(C)CC(=O)Nc1ccccc1Cl (stereo unspecified) | 20 | 7 | -26 | 2 | -1 | -2 | 12 | 0 | 17 | -28 | -7
O=C(Cn1c(CO)nc2ccccc21)NC1CCCCCC1 | 2 | 1 | -12 | 1 | -7 | 10 | -4 | -7 | . | 10 | -6
COc1cc(-c2cc(NC=O)c3ncc(-c4cccc(C(F)(F)F)c4)n3c2)cc(OC)c1OC | -9 | 2 | -5 | 28 | -4 | 15 | 4 | . | 2 | -25 | 40
Cc1cc(NC(=O)c2cc3ncc(Br)cn3n2)no1 | 3 | -39 | -23 | -12 | -3 | -14 | 11 | -9 | -1 | 2 | -3
Cc1cc(Cl)cc(C)c1OCCCCN1CCOCC1 | 1 | 8 | -15 | 7 | 7 | -8 | -9 | 4 | 11 | -31 | -28
O=[N+]([O-])c1cccc(/C=C2\CCC(/C=N/Nc3ccc4ccccc4n3)=C2N2CCOCC2)c1 | 16 | 23 | 6 | 8 | -3 | 19 | 1 | -3 | 3 | 7 | 4
O=C(CN1C(=O)c2cccnc2Oc2ccc(Cl)cc21)NCCc1ccccc1 | -15 | -13 | -21 | 7 | 13 | 26 | 6 | 0 | -12 | 1 | 4
Clc1ccccc1CSc1ncn(-c2ccccc2)n1 | -5 | -78 | 3 | -106 | 12 | -132 | -72 | -47 | -39 | -89 | 2
CC(C)C(NS(=O)(=O)c1ccc2c(c1)C(C)(C)C(=O)N2C)C(=O)NCc1ccc(F)cc1 (stereo unspecified) | 1 | 11 | 15 | 13 | -5 | -27 | 6 | 5 | 5 | 12 | 9
C[C@H](NC(=O)c1ncn2c1C(=O)NC[C@@H]2C)c1ccccc1 | 6 | 8 | -4 | -4 | -11 | -14 | -3 | -8 | 1 | 6 | -9
COc1ccccc1N1C(=O)CC(Sc2n[nH]c(-c3cccc(C)c3)n2)C1=O (stereo unspecified) | 29 | -12 | 4 | 22 | 4 | -41 | -9 | -7 | -17 | -28 | -13
CCOC(=O)Cn1c(=O)c(-c2ccccc2N)nc2ccccc21 | -24 | -15 | -15 | -4 | 6 | 2 | 4 | -2 | -5 | -12 | -9
Cc1onc(-c2ccccc2Cl)c1C(=O)NCc1ccc2c(c1)cc(C)n2C | -19 | 0 | 13 | -6 | 7 | -9 | 0 | 8 | 1 | 7 | -12

Continuation:
SMILES | CF NFkB inh | TROY signal inh | TWEAK Fn14 block | Shn3 inh set2 | KKLEB cytotox | LRH-1 inv ag | SRC3 inh | EBV LMP1 NFkB | NR2F2 inh | SRC1 inh | TRAIL sens C8
CCOC(=O)c1c(NC(=O)Cn2nnc(-c3ccccc3Cl)n2)sc(C)c1C | 15 | 0 | -1 | -4 | 4 | -1 | -38 | 0 | 11 | -5 | -12
CCN(CC)CCC#CC(O)(c1ccccc1)C1CCCCC1 (stereo unspecified) | 4 | -18 | -2 | 1 | -4 | -10 | 21 | -1 | 2 | -52 | 0
OCCNCc1cccc2ccccc12 | -2 | -14 | -4 | 0 | 7 | -7 | 0 | 2 | 13 | 14 | -7
O=C(CN1CCN(C(c2ccccc2)c2ccccc2)CC1)N1CCOCC1 | 8 | -4 | 3 | 13 | 3 | -14 | 6 | -20 | 21 | -26 | 7
O=[N+]([O-])c1ccc(CSc2nc3ncc(Br)cc3[nH]2)cc1 | -1 | -9 | -21 | . | 3 | 9 | 1 | . | 19 | 3 | -1
O=c1cc(CN2CCCCC2)nc(C2CC2)[nH]1 | 13 | 11 | 10 | 5 | -1 | 1 | -21 | 4 | 3 | -9 | -1
CC(C)(C)Nc1nc(Cl)nc(NCCN2CCOCC2)n1 | 5 | 3 | 17 | 10 | -3 | -7 | 10 | 6 | 9 | 7 | 0
O=C(Nc1ccccc1OC(F)F)c1ccc(F)cc1 | 4 | -8 | -8 | 11 | 9 | 5 | 26 | 4 | -3 | -5 | -15
O=C(COC(=O)CNC(=O)c1ccccc1)NC(=O)NC1CCCCC1 | 6 | -4 | -4 | -1 | 4 | 7 | 11 | 5 | 9 | -2 | -25
CN1C(c2ccccc2)=NO[C@]1(C)c1ccccc1 | 17 | -19 | 2 | 4 | -5 | 17 | -5 | -3 | -12 | -14 | -10

From PubChem

This is a subset, so the mix of outcomes need not match the whole.
